M5 PAM = CHRM5 positive allosteric modulation. CHO-K1 hM5, Fluo-8 calcium, ACh EC20 PAM; 0% = ACh EC20, 100% = ACh EC100. activation, % at 3 µM. 0.3% of 360,000 active;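 active = activation above the run cutoff, the mean activation of all test compounds plus 3 SD, cut at about 18% in these data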
Target sequence (P08912 whole entry, looked up): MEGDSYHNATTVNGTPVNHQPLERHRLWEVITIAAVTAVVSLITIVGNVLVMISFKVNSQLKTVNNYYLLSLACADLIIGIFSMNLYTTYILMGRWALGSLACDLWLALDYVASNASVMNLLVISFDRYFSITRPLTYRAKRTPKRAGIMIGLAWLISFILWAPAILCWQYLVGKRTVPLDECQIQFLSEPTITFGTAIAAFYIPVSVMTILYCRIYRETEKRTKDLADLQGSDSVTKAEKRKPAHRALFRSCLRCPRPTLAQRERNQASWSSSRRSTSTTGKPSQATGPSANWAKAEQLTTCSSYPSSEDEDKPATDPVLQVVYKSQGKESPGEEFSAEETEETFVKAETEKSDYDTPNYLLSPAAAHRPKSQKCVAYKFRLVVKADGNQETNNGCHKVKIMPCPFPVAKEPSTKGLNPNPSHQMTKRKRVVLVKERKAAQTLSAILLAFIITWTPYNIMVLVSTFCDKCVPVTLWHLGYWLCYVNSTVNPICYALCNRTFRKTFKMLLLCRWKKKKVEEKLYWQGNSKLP
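Measured by: Fluo-8 calcium fluorescence; material: human M5 receptor in CHO-K1 cells; schedule: Post-acetylcholine fluorescence recording 140 s; benchmarks: low control EC20 acetylcholine (0%), high control EC100 acetylcholine (100%); read-out: Max/basal fluorescence ratio as % of EC20–EC100 ACh window; compound: single dose, 3 µM nominal final test concentration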
M1 PAM = positive allosteric modulators of human M1 muscarinic receptor | P11229 | CHO-K1 hM1, Fluo-8 calcium fluorescence, ACh EC20; 0% = ACh EC20, 100% = maximal ACh | AID 588819 | 0.088% of 360,000 active | activation, % at 3 µM; in the data active = activation above about 19%, passing the limit was not always enough
CHRM4 agonist = CHRM4 agonism in calcium assay; CHO-K1 hM4/Gqi5, Fluo-8 calcium fluorescence; vehicle 0%, full acetylcholine response 100%; activation, % at 3 µM; 0.14% of 360,000 active; P08173;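 active = activation above the run mean over all test wells plus 3 SD, cut at about 32% in these data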;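 also: peak over basal fluorescence ratio per well then scaled between controls; 0% = DMSO wells and 100% = acetylcholine at EC100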
Target sequence (P08173 whole entry, looked up): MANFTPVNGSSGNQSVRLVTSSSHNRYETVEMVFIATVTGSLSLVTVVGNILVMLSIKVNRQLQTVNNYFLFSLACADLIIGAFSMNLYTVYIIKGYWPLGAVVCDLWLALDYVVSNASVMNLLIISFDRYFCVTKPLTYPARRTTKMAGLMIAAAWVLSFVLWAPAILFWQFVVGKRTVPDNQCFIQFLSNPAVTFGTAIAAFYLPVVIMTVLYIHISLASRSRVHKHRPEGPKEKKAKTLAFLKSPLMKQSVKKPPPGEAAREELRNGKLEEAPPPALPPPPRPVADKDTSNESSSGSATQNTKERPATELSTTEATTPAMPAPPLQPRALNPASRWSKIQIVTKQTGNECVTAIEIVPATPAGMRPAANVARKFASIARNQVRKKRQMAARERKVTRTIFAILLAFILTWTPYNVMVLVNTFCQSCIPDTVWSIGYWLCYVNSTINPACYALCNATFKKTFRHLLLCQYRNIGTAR
M4 PAM = potentiates acetylcholine response at human M4 receptor; P08173; CHO-K1 hM4/Gqi5, Fluo-8 calcium fluorescence, ACh EC20; 0% = ACh EC20, 100% = maximal ACh; activation, % at 3 µM; 0.4% of 360,000 active; AID 624126;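 active = activation above its plate's cutoff, the mean activation of sample wells plus 3 SD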; also: some results filed as inactive read as strong as hits
M4 antag = antagonists of human muscarinic M4 receptor (CHRM4) | P08173 | CHO-hM4 cells, ACh EC80, Fluo-8 calcium fluorescence | inhibition, % at 3 µM | 0.73% of 360,000 active | AID 624125;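 active = inhibition above its plate's cutoff, the mean inhibition of sample wells plus 3 SD, cut at about 27% in these data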;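 also: 0% = acetylcholine EC80 with DMSO and 100% = DMSO without agonist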
M1 antag = blocks human M1 muscarinic receptor | AID 588852 | CHO-K1 hM1, Fluo-8 calcium fluorescence, ACh EC80 antagonist | P11229 | 1.3% of 360,000 active | inhibition, % at 3 µM;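 active = percent inhibition above its own plate's cutoff, namely the mean of that plate's compound wells plus 3 SD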;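 also: peak over basal fluorescence ratio during 140 s after agonist addition; 0% = ACh EC80 plus DMSO and 100% = DMSO alone without agonist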
CRFBP-R2 agonist = CRF-BP/CRF-R2 complex agonism. HEK293 CRF-R2/CRF-BP, calcium dye fluorescence (FLIPR); percent of saturating CRF peptide response. activation, % at 13.2 µM. 0.46% of 350,000 active;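 active = activation of at least 50%, plus an integration ratio under a set limit after plate pattern correction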;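 also: plate controls were neutral control wells without compound for no effect and CRF at EC100 for full effect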
M5 antag = CHRM5 antagonism in calcium assay; P08912; CHO-hM5 cells, Fluo-8 calcium fluorescence, ACh EC80; inhibition, % at 3 µM; 0.59% of 360,000 active;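 active = inhibition above a per-plate cutoff, the mean of that plate's test compounds plus 3 SD, cut at about 27% in these data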;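 also: 0% = acetylcholine EC80 with DMSO and 100% = DMSO without agonist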
M5 ag = CHRM5 agonism in calcium assay | P08912 | CHO-K1 hM5 cells, Fluo-8 calcium fluorescence; 0% DMSO wells, 100% maximal acetylcholine response | activation, % at 3 µM | 0.19% of 360,000 active | AID 624037;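 active = activation above the run's mean over test compounds plus 3 SD, cut at about 23% in these data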;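 also: signal is peak over basal fluorescence ratio across the kinetic read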
* hit, by the source's call; . = not tested or not shown.

Sequence of screens: M5 PAM, M1 PAM, CHRM4 agonist, M4 PAM, M4 antag, M1 antag, CRFBP-R2 agonist, M5 antag, M5 ag
> O=C(NCc1ccccc1)c1cnc(-c2ccccn2)nc1C(F)(F)F
  -5, -2, 1, 6, -6, -2, 0.5, -8, -8
> CC1(C(=O)NC2CCCC2)CCC(=O)N1Cc1ccc2c(c1)OCO2 (centres undefined)
  -6, 6, 1, 14, 1, -3, -1.8, 5, -1
> COc1ccc(CNC(=O)CCCn2nc(C)c3c(C)n(-c4ccccc4)nc3c2=O)cc1
  3, 8, 1, 2, -14, -14, -0.7, -6, -2
> COc1cccc(C(=O)NCCC2=CCCCC2)c1OC
  5, 0, 1, 2, -11, -12, 0.9, -6, -6
> O=[N+]([O-])c1cc(Cl)ccc1NCCNc1ncc(C(F)(F)F)cc1Cl
  -3, -11, 0, -3, -5, 8, -3.0, 0, -4
> Cc1nnc(SCCn2c(N3CCCCCC3)nc3c2c(=O)[nH]c(=O)n3C)s1
  -7, 2, 2, -2, -8, -4, -0.4, -5, -5
> NC(=O)c1cc2ccccc2o/c1=N/NC(=O)c1cccs1
  -3, 4, 7, -5, -2, 10, -1.5, 6, 2
> COC(=O)c1cccc(N(CC(=O)NC2CCCCC2)C(=O)CNC(=O)c2cccs2)c1
  -1, 15, 2, 1, 5, -16, -0.2, 1, 0
> Nc1cccnc1Sc1cccc(Cl)c1
  16, 13, -1, 5, 15, -8, 1.2, -10, -1
> Cc1ccccc1OCC(=O)NCC(c1ccco1)N1CCCCC1 (centres undefined)
  -8, -13, 1, -5, -3, 28*, 1.5, 26, -6
> S=C(Nc1ccc(Br)cc1Cl)N1CCN(c2ccccn2)CC1
  5, -3, 0, 2, -2, 0, -0.5, -1, -2
> Cc1ccc(S(=O)(=O)N2CCCC2C(=O)N2CCCCCC2)cc1 (centres undefined)
  4, 7, 0, 4, 0, -11, -0.1, -2, -1
> CN1OC[C@@H]2CN(S(=O)(=O)c3ccccc3)[C@H](c3cccc(Br)c3)C[C@@H]21
  -2, 9, 2, 5, -26, -11, -2.0, 8, -2
> Cc1ccc(Nc2nc(N/N=C\c3ccc4c(c3)OCO4)nc(N3CCOCC3)n2)cc1
  -3, -4, 1, -6, -1, 14, 0.5, 6, -6
> Nc1ccc(Sc2cnn(-c3ccccc3)c(=O)c2Cl)cc1
  -1, 3, -2, 8, 3, 1, -0.9, 9, -4
> CCCNc1sc(S(=O)(=O)CCC)nc1S(=O)(=O)c1ccc(C)cc1
  -7, 7, 0, 2, 1, -7, 2.2, -2, -4
> C[C@H](CO)N1C[C@H](C)[C@@H](CN(C)C(=O)Nc2ccccc2)Oc2ccc(NC(=O)CCN3CCOCC3)cc2C1=O
  -2, 0, 1, 3, 0, -2, -1.3, 10, 0
> COc1cc2[nH]c(=O)n(CCC(=O)N3CCC(N4CCCCC4)CC3)c(=O)c2cc1OC
  -4, 10, 1, 3, -2, -5, -2.3, -4, 1
> Cc1ccc(CN2CCC(c3cc(-c4cccs4)n[nH]3)CC2)cc1
  -19, -37, 9, -15, 4, 31*, -2.2, 3, -11
> Cn1nc(-c2ccc(Cl)cc2)c2cc(C(=O)N3CCOCC3)sc21
  1, 8, 3, 3, -11, -12, -0.6, -6, 3
> Cc1ccc2c(c1)N(CC(=O)N1CCCCC1)C(=O)CO2
  -3, 1, 0, -4, 4, 3, 0.1, 9, -4
> Cn1nc(N)c2ncc(-c3ccc(Cl)cc3)nc21
  6, 18, 0, 14, -12, -13, 0.4, -8, 2
> O=C(Cn1c(NCCCO)nc2ccccc21)c1cccs1
  -4, -1, 1, -7, -12, 1, -0.5, -1, 2
> CC1N(O)C(c2ccc(Cl)cc2Cl)N(O)C1(C)C (centres undefined)
  9, 3, 0, 4, 11, -5, 0.1, -4, -4
> CCNC(=S)NNC(=S)NCc1ccccc1
  -4, -4, 0, -2, 2, 2, -1.7, 6, 0
> FC(F)(F)c1ccc(C2NCCc3sccc32)cc1 (centres undefined)
  -4, 7, 4, -4, -6, -10, -1.4, 3, -4
> CC(C)(C)C(=O)N1CCN(C(c2ccccc2)c2ccccc2)CC1
  -3, -12, -2, -7, 10, 11, -1.6, 7, -11
> CC(C)(C)OC(=O)[C@H](Cc1ccccc1)NC(=O)c1[nH]cnc1C(=O)Nc1cccc(Cl)c1
  -4, -1, 1, -1, 2, 1, 6.8, 7, 2
> O=C(NN1C(=O)c2ccc(-c3ccc4c(c3)C(=O)N(NC(=O)c3cccnc3)C4=O)cc2C1=O)c1cccnc1
  10, 13, 2, 6, -14, -4, -0.2, 4, 0
> CCc1cccc(CC)c1NC(=O)COC(=O)C1(C)CC1(Cl)Cl (centres undefined)
  7, 10, 0, 9, -11, -5, -3.7, 4, -4
> CCc1nnc(NC(=O)c2ccc(S(=O)(=O)N3CCCc4ccccc43)cc2)o1
  2, 0, 2, 7, 6, -7, -1.2, -1, 5
> COc1cc2cc(C(=O)N3CCC(Cc4ccccc4)CC3)[nH]c2cc1OC
  -3, 8, 0, 0, -5, -4, -0.5, 8, -2
> Cc1ccnc(NC(=O)C2CCCN(c3ncnc4c3nc3n4CCCCC3)C2)c1 (centres undefined)
  2, 2, 3, 4, -5, -1, -3.1, 5, -3
> COc1cc(Cl)c(CNC[C@H]2O[C@@H](n3cnc(C(N)=O)n3)[C@H](O)[C@@H]2O)c(Cl)c1O
  -1, 17, 0, 12, -23, -17, -1.0, -2, 4
> CNC(=O)c1csc(Cc2c(Cl)sc3ccc(Cl)cc23)n1
  -7, -5, 3, -7, 7, 2, -0.1, 5, -3
> CCSc1cc(N2CCOCC2)nc(-c2ccccc2)n1
  2, 14, 1, 6, 0, -18, -2.4, -1, -1
> O=C(Nc1ccc(N2CCOCC2)c([N+](=O)[O-])c1)c1ccco1
  -3, -2, 10, 3, -9, 1, 0.6, 13, 3
> COc1ccc(CN=C2NC(=O)CC(C(=O)Nc3ccc(F)cc3)S2)cc1 (centres undefined)
  -3, 9, 2, 21, -8, -10, -0.5, 2, -1
> Cc1ccc(NS(=O)(=O)c2cccc(C(=O)N3CCCCCC3)c2)cc1
  -7, 1, 3, -4, -7, -4, 0.6, 4, 1
> CCc1ccc(NC(=O)C(C)OC(=O)Cn2[nH]c(=O)c3ccccc3c2=O)cc1 (centres undefined)
  -3, 2, 0, 2, -6, -4, -1.9, 3, 0
> CCCCCC1C(=O)N2C=C(c3ccccc3)c3ccccc3N2C1=O (centres undefined)
  -6, -5, -1, 1, 0, 7, -2.8, 10, -4
> CCCCC(=O)NS(=O)(=O)c1ccc(N=NN2CCOCC2)cc1
  -6, 3, 0, 8, -1, -7, 0.0, -2, 2
> COc1ccc(C2N(c3cc(C)on3)C(=O)C3CCCN32)cc1OC (centres undefined)
  0, 6, 0, 0, 2, -6, -2.0, -5, -2
> Cc1ccccc1OCC(=O)NCCCNC(=O)c1ccncc1
  9, 28*, 3, -3, -1, -22, 0.7, 0, 0
> CC1CN(S(=O)(=O)c2ccc(C(=O)N3c4ccccc4CC3C)cc2)CC(C)O1 (centres undefined)
  3, 2, 2, 4, 8, -3, -1.6, 9, 1
> COCCNC(=O)C(c1ccccc1)N(CCOC)C(=O)Cn1nnc2ccccc21 (centres undefined)
  -4, -4, 1, -1, 4, 9, 0.7, 0, -4
> OCCN(CCO)c1nc(-c2ccccc2)nc2c1oc1ccccc12
  -14, -12, 14, -14, -11, 3, -0.1, 0, -4
> COc1cccc(OCC(O)CN2CCN(c3ccccn3)CC2)c1 (centres undefined)
  7, -4, -1, 8, 6, 12, -0.6, 10, -5
> O=c1oc2ccccc2c(Nc2ccc3ncccc3c2)c1[N+](=O)[O-]
  1, 1, 1, 2, 8, 7, 0.9, -8, -2
> CCS(=O)(=O)Nc1ccc(C2=NN(C(=O)c3ccccc3)C(c3cccs3)C2)cc1 (centres undefined)
  -2, 1, 0, 0, -6, 9, 17, 6, -4
> CCOc1nc2ccccc2cc1/C=C/C(=O)O
  5, 6, 3, -1, 2, -14, -0.6, 0, -3
> Cc1ccc(C(=O)NCCc2nnc(SCC(=O)Nc3cccc(C(=O)O)c3)n2C)cc1
  -3, 6, 1, -4, 5, -10, -0.4, 2, -4
> Cc1cnc(C(=O)N2CCCC(N3CCN(c4ccccc4C)CC3)C2)cn1 (centres undefined)
  -3, -1, 0, -1, 2, 1, -2.3, -8, -3
> CCN(CC)CCNC(=O)c1cc(-c2ccco2)nc2ccccc12
  -3, 1, 1, -5, -12, 0, -0.5, 10, 1
> O=C1OCc2ccc(NC(=O)C3CCCCC3)cc21
  -2, 5, 2, 5, 3, -26, -0.1, 3, 2
> C(=C\c1ccccc1)/CN1CCN(c2ncnc3c2oc2ccccc23)CC1
  -16, -11, 10, -2, 3, 29, 1.2, 25, 8
> C=CCOc1cccc(C2/C(=C(/O)c3ccccc3)C(=O)C(=O)N2CCN2CCOCC2)c1 (centres undefined)
  -4, 3, 0, -3, 8, -3, -1.4, 4, -1
> CN(C)c1ccc(NS(=O)(=O)c2ccc(Cl)cc2)cc1
  -6, 3, 1, 1, 3, -9, 0.2, 9, -3
> CC(C)C(=O)Nc1cccc(C(=O)Nc2nncs2)c1
  -3, -2, 1, -3, 4, 5, -1.2, 5, -6
> Nc1nnc(SCC(=O)N2CCc3ccccc3C2)s1
  -4, -2, 0, -6, 8, 7, 1.3, 10, -3

Further records:
Sequence of screens: M5 PAM, M1 PAM, CHRM4 agonist, M4 PAM, M4 antag, M1 antag, CRFBP-R2 agonist, M5 antag, M5 ag
> NC(=O)CSc1ncc(-c2ccc([N+](=O)[O-])cc2)[nH]1
  -3, 0, 1, -1, -3, 5, -3.5, -7, 4
> CCOC(=O)C(C(=O)OCC)C(Nc1ccc(Br)cc1)c1ccccc1 (centres undefined)
  0, 4, 1, 13, -3, -1, 1.8, -4, -4
> CC(C)c1ccc(/C=C2\C(=N)N3N=C(CC(=O)N4CCCCC4)SC3=NC2=O)cc1
  3, 16, 1, 2, 8, -17, -0.8, 15, -4
> CCOC(=O)c1cc(-c2ccc(/C=N\n3cnnc3)o2)ccc1Cl
  2, 8, 3, 9, 5, -13, -1.8, -4, 1
> Cc1ccc(/C=C/C(=O)c2ccc(N3CCOCC3)cc2)s1
  -11, -8, 5, 2, -5, 3, 5.7, 6, 0
> Cc1onc(-c2ccccc2)c1C(=O)N1CCC(C)(C(=O)NS(=O)(=O)C2CC2)C1 (centres undefined)
  -3, 15, 0, 0, -8, -22, ., 1, 1
> Cc1ccc(C(C)C)c(OCC(=O)NNC(=O)Cn2[nH]c(=O)c3ccccc3c2=O)c1
  1, 2, 3, -2, 12, -1, 0.3, 7, 0
> Cc1cc(CN2CCCC(N3CCc4ccccc4C3)C2)cc(C)c1O (centres undefined)
  -5, -9, 1, -6, -5, -4, 2.4, -1, -1
> COCCNC(=O)C1CC(c2ccc([N+](=O)[O-])cc2)=NO1 (centres undefined)
  0, 3, 2, 1, 8, -3, -0.5, -2, 3
> Cc1[nH]n(-c2ccc(F)cc2)c(=O)c1C=Nc1ccc(S(=O)(=O)N(C)C)cc1
  -3, 2, 1, 9, 7, 0, 0.3, 1, -1
> CN(Cc1cnn(-c2ccc(F)cc2)c1)Cc1nc(Cc2ccccc2)no1
  0, -2, 4, -2, -6, 4, -2.3, 7, -2
> O=C(CSc1nc2ccccc2c(=O)n1Cc1ccco1)c1ccc(F)cc1
  -6, -6, 2, -4, 6, 11, 5.2, 7, 1

Looked up above.
CHRM4 agonist with `CC1N(O)C(c2ccc(Cl)cc2Cl)N(O)C1(C)C` (centres undefined) → 0
M1 PAM with `Cc1ccnc(NC(=O)C2CCCN(c3ncnc4c3nc3n4CCCCC3)C2)c1` (centres undefined) → 2

Compound activity deposited in PubChem by several laboratories.
